Yfh1-off respiration: mitochondrial function rescue without frataxin homolog – Friedreich's ataxia, plus single-dose screen, dose response (AID 1465); one-dose fold induction at 50 µM; EC50 in µM for titrated hits; S. cerevisiae Yfh1-off respiration, WST-1 reduction, 72 h; higher fold induction means a stronger effect; actives 0.074% (n = 220,000);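 active means fold induction of absorbance versus untreated yeast above a set limit, then at least 30% activation at any dose in follow-up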;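 further: activators that raise dye reduction in frataxin-depleted yeast; strong numbers were not always called active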
NOD2 inhibition: NOD2 signaling inhibitors, cell-based, luminescence, uHTS, HEK293 (AID 1566). HEK293 NOD2/NF-kB luciferase reporter, luminescence; higher % means a stronger effect. one-dose inhibition, % at 4 µM; EC50 in µM for titrated hits. actives 0.63% (n = 290,000); further: many of its hits are not listed in these tables
GPR55 activation: GPR55 agonists via beta-arrestin recruitment, primary screen, imaging, U2OS cells, beta-arrestin-GFP redistribution (AID 1961); U2OS GPR55 beta-arrestin-GFP redistribution imaging; higher % means a stronger effect; activation, % at 10 µM, or EC50 in µM where a hit was titrated; actives 0.048% (n = 290,000);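 active means activation above 40% with more than 50 cells counted in the well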;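 further: U2OS osteosarcoma cells stably expressing GPR55 and beta-arrestin-GFP; plate controls were DMSO negative control for no effect and LPI positive control for full effect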
NOD1 NF-kB reporter: inhibition of NOD1-driven NF-kB reporter – cell-based, luminescence, uHTS, primary screen (AID 1578) | NOD1-driven NF-kB luciferase reporter cells, luminescence; higher % means a stronger effect | inhibition, % at 4 µM; hits with a dose series show EC50 in µM | actives 1% (n = 290,000); in the data active means inhibition mostly above about 36%, no sharp cut-off; inactive means mostly below about 34%;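 further: HEK-293T reporter cells stimulated with the NOD1 agonist gamma-tri-DAP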
NTR1 ag: agonists of NTR1, primary screen, imaging, U2OS cells, beta-arrestin-GFP, high content (AID 493036) | P30989 | NTR1-U2OS beta-arrestin-GFP spot imaging, agonist mode | activation, % at 20 µM | actives 0.17% (n = 330,000);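 active means activation at or above 40% of the spot to cytoplasm intensity ratio, with at least 20 cells analyzed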;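 further: 0% = DMSO without peptide and 100% = 100 nM NTR1 peptide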
Target sequence (P30989 whole entry, looked up): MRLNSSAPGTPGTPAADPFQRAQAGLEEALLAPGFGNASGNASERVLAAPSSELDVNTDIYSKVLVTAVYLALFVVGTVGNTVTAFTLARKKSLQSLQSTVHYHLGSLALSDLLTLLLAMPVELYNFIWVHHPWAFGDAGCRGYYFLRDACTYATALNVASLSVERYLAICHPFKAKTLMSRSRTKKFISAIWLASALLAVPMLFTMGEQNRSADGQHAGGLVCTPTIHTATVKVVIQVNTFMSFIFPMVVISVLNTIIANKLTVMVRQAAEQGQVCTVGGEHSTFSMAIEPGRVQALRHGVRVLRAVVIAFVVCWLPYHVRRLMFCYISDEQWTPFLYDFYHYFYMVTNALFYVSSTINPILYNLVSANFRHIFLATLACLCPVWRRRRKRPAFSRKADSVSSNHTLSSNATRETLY
TNAP activators: human TNAP enzyme activators, primary screen, biochemical, luminescent, no phosphate acceptor, uHTS (AID 1001). one-dose activation fold at 20 µM; EC50 in µM for titrated hits. actives 0.03% (n = 200,000). purified TNAP, luminescent activation assay, no phosphate acceptor; higher activation fold means a stronger effect; in the data active means activation fold from about 3, or a potency from the dose series; inactive means the rest, 99 in 100 with activation fold below about 1.6; further: many of its hits are not listed in these tables
KOR beta-arrestin-1: KOR agonists, beta-arrestin recruitment, primary screen, cell-based, luminescence, uHTS (AID 1777). KOR beta-arrestin recruitment, luminescence; higher % means a stronger effect. one-dose activation, % at 10 µM; EC50 in µM for titrated hits. actives 0.02% (n = 280,000); in the data active means activation above about 50%, passing the limit was not always enough; further: a part of the inactive calls stands beside numbers as strong as those of hits
CSM14.1 death rescue: protection against thapsigargin-triggered cell killing – 384-well, CSM14.1, ATP luminescence, primary screen (AID 1222). CSM14.1 thapsigargin-induced death rescue, ATP luminescence; higher % means a stronger effect. cellular ATP content (survival), % at 20 µM; hits with a dose series show EC50 in µM. 190,000 tested, under 10 active;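 active means EC50 below 50 µM in the dose-response confirmation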;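 further: death triggered by thapsigargin at about 15 µM added after 2 h compound pretreatment; cell ATP read after overnight thapsigargin exposure of roughly 18 to 22 hours; normalized against plate controls of thapsigargin alone and 5% DMSO vehicle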
KOR beta-arrestin-2: kappa opioid receptor blockers – cell-based, luminescence, uHTS (AID 1778); one-dose inhibition, % at 10 µM; IC50 in µM for titrated hits; KOR beta-arrestin recruitment, luminescence, antagonist mode; higher % means a stronger effect; actives 0.091% (n = 290,000); further: strong numbers were not always called active
NTR1 ag cell count 20 µM: second read-out of NTR1 ag, no call of its own (marks repeat the call); cell count; measured here: cell count, cytotoxicity flag
The depositor's hits bear a star; i = inactive; / = not tested or not shown; [ ] = another dose, or the depositor's remark. Unless noted, no stated cut-off is given here; in the data, active means inhibition above about 50%; inactive means the rest. This is a subset (hit frequency here may not be typical).

item | smiles | Yfh1-off respiration | NOD2 inhibition | GPR55 activation | NOD1 NF-kB reporter | NTR1 ag | NTR1 ag cell count 20 µM | TNAP activators | KOR beta-arrestin-1 | CSM14.1 death rescue | KOR beta-arrestin-2
1 | O=C(/C=C/c1cn(-c2ccccc2)nc1-c1cccc(Cl)c1)N1CCN(c2ccccn2)CC1 | i | 15% | -0.1% | -20% | 3.6 | 58 | 1 | -2.6% | -0.7% | 22%[20 µM]
2 | O=C(CCS(=O)(=O)c1cccc2nonc12)Nc1ccc(Br)cc1 | / | 8% | 0.2% | -25% | 1.9 | 60 | / | -3.8% | / | -6%
3 | O=C(Nc1ccc(F)cc1F)N1CCCN(c2ccc(C(F)(F)F)cn2)CC1 | i | 18% | -0.2% | 7% | 1.0 | 46 | / | 10% | / | 8%
4 | Cc1oc(C)c2c(=O)ccc3c(c12)OC(N)=C(C#N)C3c1ccccc1 (stereo not drawn) | i | 4% | -0.4% | 10% | 4.4 | 41 | 1 | -0.9% | 0.1% | 16%
5 | c1ccc(-n2ncc3c(NCc4ccccn4)ncnc32)cc1 | i | -12% | 0.1% | -27% | 0.4 | 52 | 1 | -2.8% | / | 22%
6 | O=c1[nH]c2ccc(S(=O)(=O)N3CCN(c4ccccc4F)CC3)cc2s1 | i | 21% | 0.2% | 42% | 0.4 | 74 | 1.1 | 0.4% | / | 11%
7 | O=C(NC1=NCCS1)c1ccc(N2CCCC2=O)cc1 | i | -13% | 0.2% | -41% | -0.5 | 42 | 1.1 | -4.3% | 0.4% | 16%
8 | COc1cc(Cl)c(C)cc1NC(=O)c1ccc2c(c1)OCO2 | / | -20% | 0.2% | -25% | 6.1 | 79 | / | -3.8% | / | 16%
9 | COc1ccc(N=Nc2c(N)n[nH]c2N)cc1 | i | -34% | 0.2% | -2% | -1.5 | 49 | / | 4.8% | / | -8%
10 | O=C(COc1ccc(Cl)cc1)NCCc1ccccn1 | i | 0% | -0.1% | -4% | -0.6 | 44 | 1 | 3.0% | -0.4% | -11%
11 | O=C(NCCCCc1ccccc1)c1cccc(Br)c1 | / | -12% | 0.2% | -6% | 1.6 | 47 | / | 6.0% | / | -12%
12 | Cc1ccc(NC(=O)c2cc3cc(OC(F)(F)F)ccc3[nH]2)cc1 | i | -3% | -0.2% | -4% | -0.1 | 54 | / | 1.5% | / | -19%
13 | O=c1[nH]c(Cc2cccs2)nc2scc(-c3ccc(Cl)cc3)c12 | i | -20% | 0.2% | -12% | 9.4 | 54 | / | 1.7% | / | -30%
14 | CC(C)c1cc(=O)n2c(nc3ccccc32)[nH]1 | / | -8% | 1.3% | 5% | 2.9 | 66 | / | 10% | / | -29%
15 | O=C(CCn1nc(-c2ccc(Cl)cc2)ccc1=O)NCc1ccccn1 | i | 6% | -0.1% | 9% | 1.0 | 48 | 1 | 11% | 0.5% | -12%

5 of these compounds, set out differently.
(7) O=C(NC1=NCCS1)c1ccc(N2CCCC2=O)cc1
(8) COc1cc(Cl)c(C)cc1NC(=O)c1ccc2c(c1)OCO2
(9) COc1ccc(N=Nc2c(N)n[nH]c2N)cc1
(10) O=C(COc1ccc(Cl)cc1)NCCc1ccccn1
(11) O=C(NCCCCc1ccccc1)c1cccc(Br)c1
Compound	7	8	9	10	11
Yfh1-off respiration	i	/	i	i	/
NOD2 inhibition	-13%	-20%	-34%	0%	-12%
GPR55 activation	0.2%	0.2%	0.2%	-0.1%	0.2%
NOD1 NF-kB reporter	-41%	-25%	-2%	-4%	-6%
NTR1 ag	-0.5	6.1	-1.5	-0.6	1.6
NTR1 ag cell count 20 µM	42	79	49	44	47
TNAP activators	1.1	/	/	1	/
KOR beta-arrestin-1	-4.3%	-3.8%	4.8%	3.0%	6.0%
CSM14.1 death rescue	0.4%	/	/	-0.4%	/
KOR beta-arrestin-2	16%	16%	-8%	-11%	-12%

Next part:
item | smiles | Yfh1-off respiration | NOD2 inhibition | GPR55 activation | NOD1 NF-kB reporter | NTR1 ag | NTR1 ag cell count 20 µM | TNAP activators | KOR beta-arrestin-1 | CSM14.1 death rescue | KOR beta-arrestin-2
16 | Cc1ccc(-c2cc(C(F)F)n3ncc(C(=O)Nc4ccc(S(=O)(=O)Nc5ccccc5C)cc4)c3n2)cc1 | i | 3% | 0.3% | 9% | -0.3 | 71 | 1 | -1.7% | 5.6% | -20%
17 | CCOC(=O)c1ccc(NC(=O)N2CCN(C3CCCCC3)CC2)cc1 | i | -5% | 0.3% | -14% | 0.9 | 52 | 1.1 | 3.9% | -2.6% | -6%
18 | COCC(=O)N(Cc1ccco1)c1nnc(C2CCOC2)s1 (stereo not drawn) | i | -3% | 0.4% | -21% | -0.7 | 60 | 1.1 | -0.4% | -0.5% | 6%
19 | CN1C[C@@H]2C(c3ccc(C(F)(F)F)cc3)C3(c4ccc(C#N)cc4)CC2(C3)[C@H]1c1ccccc1 (stereo partly drawn) | i | -8% | -0.1% | -11% | 0.6 | 46 | / | 8.2% | / | -10%
20 | O=C(CCNC(=O)c1ccc([N+](=O)[O-])cc1)Nc1ccc(F)c(F)c1F | / | 7% | -0.2% | -24% | -2.8 | 58 | / | -2.7% | / | -10%
21 | CCOc1ccc(NC(=O)CN2CCN(CC(=O)c3ccc(OCC)cc3)CC2)cc1 | i | 7% | 0.2% | 6% | / | / | 1.1 | -1.7% | -3.3% | -17%
22 | O=C(Cn1[nH]c(=O)c2ccccc2c1=O)Nc1ccc(-c2nnc3n2CCCCC3)cc1 | i | 8% | -0.2% | -8% | 0.6 | 57 | 1.1 | -0.8% | -0.2% | 4%
23 | O=S(=O)(c1cccc(NC(=S)NCc2ccco2)c1)N1CCOCC1 | i | 4% | 0.3% | -24% | -0.6 | 42 | 1.1 | -0.3% | -1.8% | -1%
24 | O=C(C1CCN(S(=O)(=O)c2cc(Cl)ccc2Cl)CC1)N1CCCC1 | / | 2% | -0.1% | -21% | 0.8 | 39 | / | 2.1% | / | -2%
25 | COc1cccc(NC(=S)Nc2ccc(Br)cc2Cl)c1 | i | -22% | -0.1% | -14% | -0.1 | 32 | / | 3.6% | / | 20%
26 | O=c1n(-c2ccccc2)c(=O)n2n1CCC2 | / | 8% | 0.2% | -27% | 0.2 | 70 | 1.1 | -1.8% | -1.0% | 6%
27 | Cc1ccc(/C=N/NC(=O)C(C)Oc2cccc3ccccc23)o1 (stereo not drawn) | / | 20% | -0.1% | 3% | 5.8 | 70 | / | -0.9% | / | 7%
28 | CCCn1c(CCNc2nc(-c3ccc(Cl)c([N+](=O)[O-])c3)cs2)nc2cc(Cl)c(Cl)cc21 | / | -13% | 0.2% | -6% | 1.6 | 81 | / | / | / | -13%[20 µM]
29 | Cc1ccc(C)c(CN2CCC(CNC(=O)Nc3ccc(Br)cc3F)CC2)c1 | / | 21% | -0.2% | 4% | 13 | 57 | / | -5.3% | / | 4%
30 | O=C(c1cccc(F)c1)N1CCCC(C(=O)N2CCN(c3ccccc3)CC2)C1 (stereo not drawn) | i | 19% | -0.1% | 1% | 1.3 | 49 | / | 3.7% | / | 15%
31 | COc1ccc(NC(=O)c2ccccc2NC(=O)c2cccs2)cc1 | / | 6% | 0.2% | -36% | 1.8 | 47 | / | 1.2% | / | -28%
32 | COC(=O)c1c(NC(=O)CCc2ccc(C)o2)sc(C)c1C | i | 3% | -0.1% | -2% | 3.2 | 57 | 1 | -2.0% | -1.1% | -12%
33 | Cc1c(C)c2c(OCC(=O)NCC(O)c3ccccc3)cc3c(c2oc1=O)CCC(C)(C)O3 (stereo not drawn) | / | 26% | 0.5% | -19% | 6.8 | 77 | / | -3.0% | / | 0%[20 µM]
34 | Oc1ccc(C=Nc2cccc3ccccc23)c(O)c1 | / | 37% | -0.1% | -1% | 1.0 | 63 | / | / | / | -28%[20 µM]
35 | CC(C)(CO)NC(=O)C12CC3CC(CC(Br)(C3)C1)C2 | i | 2% | 0.4% | -7% | -0.6 | 51 | / | -0.7% | / | 17%
36 | O=C(O)C(Cc1c[nH]c2ccccc12)NS(=O)(=O)c1ccc(Br)cc1 (stereo not drawn) | / | 14% | -0.1% | -11% | -0.3 | 82 | / | -3.6% | / | -6%
37 | Cc1ccc(-c2csc3nc(C)n(-n4cccc4)c(=O)c23)o1 | i | 10% | -0.2% | -37% | 1.4 | 56 | 1.1 | -11% | -1.9% | -12%
38 | CC(=O)N1CCN(CC(=O)Nc2ccc(SC(F)F)cc2)CC1 | i | 14% | -0.1% | -7% | -0.6 | 53 | 1.2 | 1.3% | -2.9% | 12%
39 | CCCOc1ccc(N2C(=O)CC(N3CCOCC3)C2=O)cc1 (stereo not drawn) | i | 2% | 0.0% | -5% | 1.9 | 39 | 1 | -6.2% | -0.7% | 17%
40 | COc1cccc2c(=O)c(C(=O)NCc3cccs3)c[nH]c12 | i | -57% | 0.3% | -3% | -2.1 | 95 | 1.1 | -2.2% | -1.2% | -13%
41 | Cc1cc(C)c(NC(=S)N(CCCN2CCOCC2)Cc2cccnc2)c(C)c1 | i | 6% | -0.3% | -25% | 2.6 | 61 | 1 | -3.4% | -2.4% | -2%
42 | CCOC(=O)C1=C(N)OC2=C(C(=O)CC(C)(C)C2)C1c1ccc(CC)s1 (stereo not drawn) | / | 17% | 0.9% | 0% | 1.9 | 26 | 1.1 | 1.9% | 2.8% | 0%
43 | C=CCC1c2cccc(C(=O)OC)c2C(=O)N1c1ccccc1 (stereo not drawn) | i | 10% | -0.1% | -1% | -0.3 | 91 | 1.1 | 4.3% | 2.2% | -25%
44 | CSc1ccc(C2c3[nH]c4ccccc4c3CCN2C(=O)c2cc(C)n(C)n2)cc1 (stereo not drawn) | i | -80% | -0.1% | -56% | 2.8 | 42 | 1.1 | -3.7% | 5.0% | -103%[20 µM]
